TRHR agonist: qHTS for Small Molecule Agonists and Allosteric Enhancers of Human TRH Receptor: Primary Screen for Agonists; TRHR cells, calcium flux fluo-8, FDSS agonist mode; activation, % at 2 µM; 360,000 tested, 0.18% active; in the data active means activation above about 30%; further: 0% is about no effect
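Fluo-8-loaded TRHR cells; 10 s baseline, compound added, kinetic Ca2+ fluorescence read 1/s, agonist mode.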
USP1-UAF1 inh: Inhibitors of USP1/UAF1: Primary Screen; Potency, µM (top dose mostly 57.1 µM), inactives show top-dose activity change, negative = inhibition, usual class: inhibitors; recombinant USP1/UAF1, Ub-Rhodamine cleavage fluorescence; AID 743255, 2014; 390,000 tested, 0.23% active; Ubiquitin carboxyl-terminal hydrolase 1 (Homo sapiens), O94782; further: potency means the concentration at half of the fitted maximal effect; on the % scale 0 is the no-effect control and ±100 the full control effect; nearly all actives have a fitted effect of over 60% in size; inactives centre near -12
Target sequence (O94782 whole entry, looked up): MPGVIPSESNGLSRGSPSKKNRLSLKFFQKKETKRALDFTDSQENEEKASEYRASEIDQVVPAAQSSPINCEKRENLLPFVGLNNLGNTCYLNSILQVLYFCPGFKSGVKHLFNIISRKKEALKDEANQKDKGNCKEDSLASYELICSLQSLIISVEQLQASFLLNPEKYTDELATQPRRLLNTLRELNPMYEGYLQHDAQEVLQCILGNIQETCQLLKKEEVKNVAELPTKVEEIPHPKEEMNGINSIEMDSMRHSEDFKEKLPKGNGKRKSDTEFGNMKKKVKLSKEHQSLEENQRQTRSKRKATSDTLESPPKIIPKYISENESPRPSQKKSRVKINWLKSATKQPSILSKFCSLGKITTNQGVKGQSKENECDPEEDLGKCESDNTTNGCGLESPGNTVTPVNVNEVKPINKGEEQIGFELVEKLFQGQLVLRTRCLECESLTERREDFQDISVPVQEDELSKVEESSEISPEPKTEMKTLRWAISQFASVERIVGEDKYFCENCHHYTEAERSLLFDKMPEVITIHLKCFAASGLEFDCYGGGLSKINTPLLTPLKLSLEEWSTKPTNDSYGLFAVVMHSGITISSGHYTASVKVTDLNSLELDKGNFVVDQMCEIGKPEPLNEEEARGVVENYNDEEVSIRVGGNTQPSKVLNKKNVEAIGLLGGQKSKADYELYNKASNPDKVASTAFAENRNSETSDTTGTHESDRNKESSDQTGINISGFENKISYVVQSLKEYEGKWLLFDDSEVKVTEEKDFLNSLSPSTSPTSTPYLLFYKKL
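USP1/UAF1 complex at 1 nM was preincubated with compound for 15 min at room temperature, then Ub-Rho substrate (150nM final) was added. Fluorescence (480/540 nm) was read kinetically, 6 reads every 60 seconds.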
D2 agonist: HTS Assay for Allosteric Agonists of the Human D2 Dopamine Receptor: Primary Screen for Agonists; D(2) dopamine receptor (Homo sapiens), P14416; HEK293 T-REx D2 cells, calcium flux agonist mode; activation, % at 2 µM; 340,000 tested, 0.53% active;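 active means activation over 3 SD above normal in the single-dose calcium agonist read, cut at about 30% in these data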; further: 0% is about no effect
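HEK293 Trex D2 cells, tetracycline-induced, o/n 30 C 5% CO2; no-wash Ca dye, RT 30–90 min; 10-cycle baseline, 23 nl cpd added, kinetic Ca read 180 s; agonist hits = positive Ca response.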
D2 antagonist: HTS Assay for Allosteric Antagonists of the Human D2 Dopamine Receptor: Primary Screen for Antagonists; D(2) dopamine receptor (Homo sapiens), P14416; HEK293 TREx D2 cells, calcium flux, dopamine EC80; inhibition, % at 10 µM; 340,000 tested, 2% active; AID 485344, 2010; in the data active means inhibition above about 30%; further: 0% is about no effect
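Overnight-induced (tetracycline, 30 C) HEK293 T-REx cells carrying force-coupled D2 receive a no-wash calcium dye, then compound, then EC80 dopamine at 180 s; signals are read kinetically throughout.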
TrxR1 inh: qHTS Assay for Inhibitors of Mammalian Selenoprotein Thioredoxin Reductase 1 (TrxR1): qHTS; Thioredoxin reductase 1, cytoplasmic (Rattus norvegicus), O89049; recombinant rTrxR1, NADPH fluorescence consumption, selenite substrate; Potency, µM (doses to about 114 µM), for inactives: top-dose activity change, negative = inhibition, most hits filed as inhibitors; 390,000 tested, 1% active; AID 588453, 2011; further: potency means the concentration at half of the fitted maximal effect; on the % scale 0 is the no-effect control and ±100 the full control effect; nearly all actives have a fitted effect of over 65% in size
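Rat TrxR1 (90 nM in the dispensed reagent) was pre-reduced with 400 uM NADPH for 5 min at room temperature, then incubated with compound for 15 min. After 400 uM selenite was added, NADPH fluorescence (Ex 340/Em 450 nm) was followed for 8 min.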
IDH1 R132H inh: qHTS for Inhibitors of mutant isocitrate dehydrogenase 1 (IDH1): qHTS; 390,000 tested, 0.093% active; Isocitrate dehydrogenase [NADP] cytoplasmic (Homo sapiens), O75874; Potency, µM (top dose mostly 76.6 µM), for inactives: at the top dose activity change, negative = inhibition, actives largely listed as inhibitors; IDH1-R132H enzyme, NADPH consumption, diaphorase/resazurin fluorescence; AID 602179, 2012; further: potency means the concentration at half of the fitted maximal effect; on the % scale 0 is the no-effect control and ±100 the full control effect; nearly all actives have a fitted effect of over 65% in size
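IDH1-R132H (0.5 ug/mL dispensed) in pH 7.5 Tris buffer was preincubated 30 min with compound, then given a substrate mix of 0.016 mM NADPH and 2 mM alpha-KG for 80 min at room temperature; remaining NADPH was read by diaphorase/resazurin fluorescence.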
TrxR1 substrate: qHTS Assay for Substrates of Mammalian Selenoprotein Thioredoxin Reductase 1 (TrxR1): qHTS. Potency, µM (titrated, usually from 114 µM), for inactives: at the highest dose activity change, negative = substrate turnover. 390,000 tested, 0.01% active. AID 588456, 2011. Thioredoxin reductase 1, cytoplasmic (Rattus norvegicus), O89049. purified TrxR1 substrate turnover, NADPH consumption readout; further: potency means the concentration at half of the fitted maximal effect; on the % scale 0 is the no-effect control and ±100 the full control effect; nearly all actives have a fitted effect of over 50% in size
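Rat TrxR1, dispensed at 90 nM, was prereduced with 400 uM NADPH (final) for 5 min at ~22 deg C, then incubated with compound 15 min before 400 uM selenite. A first-read NADPH fluorescence drop versus no-compound background flagged substrates.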
Pin1 inh: qHTS Assay to Find Inhibitors of Pin1; 390,000 tested, 0.009% active; Potency, µM (top dose mostly 115 µM), for the others: top-dose activity, negative = inhibition, most hits filed as inhibitors; Pin1 FP peptide displacement, HiFluor488, 10 min; Peptidyl-prolyl cis-trans isomerase NIMA-interacting 1 (Homo sapiens), Q13526; active means well fitted inhibition curve with a large enough effect in the polarisation, with a control signal flat, not every such curve was filed as active; inconclusive means small, poorly fitted or top-dose-only effect, or effect the other way, or a change in a side signal; inactive means no such curve, though single readings can be large or run the other way; the % refers to the polarisation; further: potency means the concentration at half of the fitted maximal effect; on the % scale 0 is the no-effect control and ±100 the full control effect
Target sequence (Q13526 whole entry, looked up): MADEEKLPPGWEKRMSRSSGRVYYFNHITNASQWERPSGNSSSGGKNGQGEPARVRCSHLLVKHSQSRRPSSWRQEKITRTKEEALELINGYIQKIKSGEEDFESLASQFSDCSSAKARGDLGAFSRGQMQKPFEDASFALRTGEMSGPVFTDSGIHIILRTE
TRHR enhancer: qHTS for Small Molecule Agonists and Allosteric Enhancers of Human TRH Receptor: Primary Screen for Enhancers | 360,000 tested, 0.66% active | TRHR cells, fluo-8 calcium fluorescence, EC20 TRH enhancement | enhancement, % at 2 µM | Thyrotropin-releasing hormone receptor (Homo sapiens), P34981; in the data active means enhancement above about 30%; further: 0% is about no effect
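Enhancer read-out: after compound pinning and an initial kinetic agonist-mode read, an EC20 of TRH (10 nM final) was injected and fluo-8 calcium signal (Ex 480/Em 530) followed at 1 s/cycle for 100 cycles in TRHR-expressing cells.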
* marks the source's active call; other numbers are inactive results; ? = inconclusive; nt = not tested or not shown; [ ] = dose if it differs, or a comment. Unless noted, the call rests on the fitted dose curve; in most records, active means well fitted inhibition curve with a large enough effect; inconclusive means small, poorly fitted or top-dose-only effect; inactive means no such curve, though single readings can be large or run the other way. Some of the compounds tested. The share of hits here may be higher or lower than overall.

nr | SMILES | TRHR agonist | USP1-UAF1 inh | D2 agonist | D2 antagonist | TrxR1 inh | IDH1 R132H inh | TrxR1 substrate | Pin1 inh | TRHR enhancer
1 | Cc1ccc(S(=O)(=O)N(C)c2ccc(C(=O)Nc3cccnc3)cc2)cc1 | -0.3 | -12% | 0.1 | 35* | -14% | 11% | -4% | -7% | 5
2 | Cc1ccc(NC(=O)Cc2cccs2)cc1Cl | -0.8 | -34% | 0.6 | 6 | 10%[57.1 µM] | 2% | -2% | 2% | -7
3 | Cc1ccc(NC(=O)Cn2c(=O)n(CCc3ccccc3)c(=O)c3c4c(sc32)CCCC4)cc1C | 1.6 | ? | 0.4 | nt | 15% | 0% | 0% | -1% | -6
4 | COc1ccc(-n2c(=O)c3c4c(sc3n(Cc3ccc(C(C)(C)C)cc3)c2=O)CCC4)c(OC)c1 | 0.6 | -27% | -0.2 | nt | 10% | 5% | -7% | 22% | 3
5 | CCc1ccc(-n2c(=O)c3ccc(C(=O)NCCc4ccccc4)cc3n(Cc3ccccc3C#N)c2=O)cc1 | -0.7 | -19% | -0.8 | nt | 26% | 8% | 5% | -1% | 1
6 | Cc1ccccc1-c1nc(CS(=O)(=O)CC(=O)NCCCc2ccccc2)c(C)o1 | 1.0 | -21% | 0.7 | nt | -30% | 2% | -1% | 4% | 2
7 | COc1ccc(CC(=O)NNC(=O)c2ccc(NC(C)=O)cc2)cc1 | 0.0 | -14% | 0.7 | 6 | 8%[57.1 µM] | 6% | -20%[57.1 µM] | 8% | -4
8 | CCN1CCN(c2nc(Nc3ccc(C)c(C)c3)nc(N)c2[N+](=O)[O-])CC1 | -2.5 | -13% | -1.7 | 51* | 2%[57.1 µM] | 2% | 4%[57.1 µM] | -7% | 16
9 | C/C(CC1(O)C(=O)N(C)c2ccccc21)=N\O (configuration not stated) | 1.3 | 2% | 0.6 | -9 | 35% | 10% | 10% | -6% | 29
10 | O=C(c1ccc(Cl)cc1)n1cnc2ccccc21 | -0.5 | -14% | 0.2 | -7 | -21% | -11% | -3% | -1% | -5
11 | CCC(Sc1nc2n[nH]c(C)c2c(=N)n1-c1cc(Cl)ccc1C)C(=O)N1CCOCC1 (configuration not stated) | -0.1 | -23% | 0.4 | 3 | 7%[57.1 µM] | -3% | 4%[57.1 µM] | -8% | 5
12 | CCC(=O)N1CCc2cc(Br)c(S(=O)(=O)CCC(=O)NCCOC)cc21 | nt | ? | nt | nt | 19% | -6% | 1% | 2% | nt
13 | Cc1cccc(CNC(=O)c2ccccc2N)c1 | 0.0 | 3% | nt | nt | 8% | 2% | 104%[activator] | 0% | -6
14 | CCOC(=O)C1=C(COC(=O)Cc2ccc(Br)cc2)NC(=O)NC1C (configuration not stated) | 0.3 | -3% | 0.1 | -7 | -10% | 8% | -16% | -2% | -9
15 | CCCCCCNC(=O)CCCCCNS(=O)(=O)c1ccc(Br)cc1 | -0.2 | -10% | -1.2 | -14 | -17%[57.1 µM] | 8% | -3%[57.1 µM] | 4% | -4
16 | N#CCSc1ncnc2c1cnn2CCO | 0.9 | -8% | -1.9 | 20 | -7% | -1% | -3% | 3% | 4
17 | COc1cccc(C(=O)CSc2nnnn2C)c1 | 0.5 | -14% | 0.6 | -4 | -28% | 4% | -4% | 4% | 9
18 | COc1cc(/C=C/C(=O)Nc2ccc3nc4n(c(=O)c3c2)CCCC4)cc(OC)c1OC | -0.2 | -25% | -0.7 | 9 | 13% | -1% | -2% | 3% | 3
19 | CC(=O)N1CCc2cc(Br)cc(S(=O)(=O)NCCCN3CCC(C)CC3)c21 | 0.1 | -8% | 0.4 | 5 | -8% | -2% | -2% | 5% | 23
20 | Cc1c(CN2CCC(CO)(CCOc3ccccc3)CC2)c(=O)n(-c2ccccc2)n1C | 1.7 | -10% | 0.0 | 4 | 18%[57.1 µM] | -5% | 9%[57.1 µM] | 0% | 7

Copied from the list:
`CCC(=O)N1CCc2cc(Br)c(S(=O)(=O)CCC(=O)NCCOC)cc21` @ TrxR1 substrate = 1%
`C/C(CC1(O)C(=O)N(C)c2ccccc21)=N\O` (configuration not stated) @ TRHR enhancer = 29

(next part)
nr | SMILES | TRHR agonist | USP1-UAF1 inh | D2 agonist | D2 antagonist | TrxR1 inh | IDH1 R132H inh | TrxR1 substrate | Pin1 inh | TRHR enhancer
21 | CN1CCN(c2nc(-c3ccccc3)nc(-c3ccccc3)c2C#N)CC1 | -0.2 | -10% | 0.3 | -15 | 21%[57.1 µM] | 1% | 4%[57.1 µM] | 8% | 7
22 | Cc1nc(NS(=O)(=O)c2cccs2)c2c3c(sc2n1)CCC3 | -0.5 | -5% | -0.2 | -12 | -27% | 3% | -3% | 2% | 13
23 | Cc1cc(C)c(C)c(S(=O)(=O)NCC(=O)Nc2ccc(F)cc2)c1C | -1.5 | -20% | nt | nt | 13% | 0% | -2% | 1% | -2
24 | CC(C)Cc1nnc(NC(=O)CCC(=O)Nc2ccc(Cl)cc2)s1 | 0.5 | -8% | -0.1 | 19 | 8% | 0% | 0% | 4% | 2
25 | CCOC(=O)c1cnc2ccccc2c1Nc1cc(C(=O)O)ccc1C | 0.1 | -9% | -0.6 | 21 | 17%[57.1 µM] | -1% | 3%[57.1 µM] | -10% | 37*
26 | O=C(CN1c2ccccc2S(=O)(=O)c2ccccc21)NCc1ccc(F)cc1 | 0.4 | -20% | 1.4 | -11 | 21% | 1% | 0% | -1% | 0
27 | CCOC(=O)CC1=CC(=O)Nc2ccccc2N1 | 0.2 | -8% | -0.1 | -9 | -4% | 0% | 1% | -11% | 0
28 | CCn1nc(CC(C)C)cc1C(=O)N1CCCC(Nc2ccc(OC)cc2)C1 (configuration not stated) | 0.1 | -3% | -0.3 | 2 | 25%[57.1 µM] | -4% | 5%[57.1 µM] | -3% | -3
29 | Cc1cc(C)c(C(=O)CSC2=NC(N)=C(C#N)C3(CCCCC3)C2C(N)=O)cc1C (configuration not stated) | 0.4 | -18% | 0.8 | -4 | 10% | -2% | 1% | -2% | -6
30 | CCN(C(=O)COC(=O)c1ccc2ccccc2c1)c1c(N)n(Cc2ccccc2)c(=O)[nH]c1=O | -0.2 | -19% | -1.1 | -19 | 27% | 1% | 5% | 2% | 1
31 | Cc1ccc(S(=O)(=O)N2CCC(=O)N(C(COCc3ccc(C(F)(F)F)cc3)Cc3ccccc3)CC2)cc1 (configuration not stated) | 7.0 | -22% | 4.4 | 16 | 12%[57.1 µM] | -2% | 8%[57.1 µM] | 2% | -8
32 | O=c1ccc(OCCOc2ccccc2)nn1-c1ccccc1 | -0.5 | -7% | -0.2 | 7 | -7% | 5% | -6% | -2% | -2
33 | COc1cccc(NC(=O)C2CCCO2)c1 (configuration not stated) | 0.5 | -12% | -0.1 | 5 | 0%[57.1 µM] | 3% | 0%[57.1 µM] | 1% | -5
34 | COC(=O)c1[nH]nc2c1C(=O)N(C1CCCCC1)C2=O | -1.0 | -1% | 0.4 | -1 | 14%[57.1 µM] | 3% | 7%[57.1 µM] | -1% | -7
35 | Cc1cc(-c2nnc(SCC(=O)N3C(C)CCCC3C)o2)no1 (configuration not stated) | 0.4 | -25% | -1.0 | -4 | 18% | 1% | 2% | -9% | -2
36 | O=C(CSc1nc2ccccc2o1)Nc1ccc(N2CCOCC2)c(Cl)c1 | 0.7 | -19% | 0.4 | -17 | -4% | 3% | -10% | -1% | -1
37 | COC(=O)c1nc2cc(C)ccn2c1F | 0.0 | ? | 0.2 | -5 | 9% | 1% | 23% | 3% | 1
38 | CCCCn1c(NC(=O)c2ccccc2Cl)c(C#N)c2nc3ccccc3nc21 | 2.5 | 14µM* | 5.2 | 6 | ? | 5% | ? | ? | 8
39 | O=C(Nc1ccc(N2CCCCCC2)cc1)c1ccccc1Cl | -0.7 | -26% | 0.0 | -2 | 8%[57.1 µM] | 7% | -1%[57.1 µM] | 1% | -1
40 | Cc1ccsc1C(=O)N1CCCC(N(C)Cc2ccccc2)C1 (configuration not stated) | -0.6 | -19% | -0.8 | -15 | -8%[57.1 µM] | 2% | -3%[57.1 µM] | 1% | 4

Later entries.
nr | SMILES | TRHR agonist | USP1-UAF1 inh | D2 agonist | D2 antagonist | TrxR1 inh | IDH1 R132H inh | TrxR1 substrate | Pin1 inh | TRHR enhancer
41 | O=C1OCC(CO)(CO)N=C1NNc1cc(Cl)ccc1Cl | 0.3 | -2% | 0.2 | 25 | 1%[57.1 µM] | 6% | -2% | -5% | 1
42 | COc1ccc(CCNC(=O)c2ccc(NC(=O)CC3SC(N4CCCCC4)=NC3=O)cc2)cc1 (configuration not stated) | nt | -12% | nt | nt | 19% | 3% | 2% | 0% | nt
43 | CCOc1ccccc1C(=O)NC1(C(F)(F)F)C(=O)Nc2c1c(=O)[nH]c(=O)n2-c1ccc(F)cc1 (configuration not stated) | -0.7 | -16% | 0.0 | nt | 18% | 5% | -2% | 0% | 7
44 | CCCCCCSC1=C(C#N)C(=O)NC2(CCCCC2)S1 | 0.2 | -23% | 0.1 | -16 | ? | 1% | 5%[57.1 µM] | -27% | 3
45 | CCC1Oc2ccccc2N(CC(=O)NC2CCCCC2)C1=O (configuration not stated) | 0.3 | -19% | 0.4 | -6 | 12% | 8% | 3% | -8% | 0
